# From PubChem
# LGR2 inh: inhibitors of bursicon-induced LGR2 CRE-luciferase signal, primary screen, cell-based, HEK293, CRE-luciferase reporter, bursicon stimulation; bursicon-stimulated, 4 h; inhibition, % at 9.99 µM; 0.35% of 380,000 active; AID 720647, 2013;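 active = drop in luminescence signal, shown as inhibition above about 50% in the replicate tests, limit read from the data, passing the limit was not always enough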;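 note: agonist challenge used bursicon conditioned medium at about half maximal strength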
# SIRT5 inh: SIRT5 desuccinylase inhibitors, primary screen, biochemical, fluorescence imaging, single point, set 5. NAD-dependent protein deacylase sirtuin-5, mitochondrial (Homo sapiens), Q9NXA8. Purified SirT5, succinyl-peptide AMC, trypsin-coupled fluorescence. inhibition, % at 15 µM. 1.1% of 330,000 active. AID 652115, 2013; in the data active = inhibition above about 15%
# Target sequence (Q9NXA8 whole entry, looked up): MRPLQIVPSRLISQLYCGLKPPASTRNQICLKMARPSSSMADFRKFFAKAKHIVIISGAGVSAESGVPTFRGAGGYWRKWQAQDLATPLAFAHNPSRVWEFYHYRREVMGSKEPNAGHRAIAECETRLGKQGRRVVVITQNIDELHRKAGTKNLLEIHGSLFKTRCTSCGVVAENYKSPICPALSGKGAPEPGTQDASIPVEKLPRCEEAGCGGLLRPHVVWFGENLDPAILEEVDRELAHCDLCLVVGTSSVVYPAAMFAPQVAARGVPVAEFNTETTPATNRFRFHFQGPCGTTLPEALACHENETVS
# Casp6 inh: human caspase-6 inhibitors, primary screen, biochemical, VEID-R110 fluorescence, single point, set 2; inhibition, % at 12.5 µM; AID 686996, 2013; purified caspase-6, Z-VEID-R110 cleavage fluorescence; 0.53% of 350,000 active; P55212;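 active = mean inhibition across replicates at least about 35%, with every replicate also reaching that limit, limit read from the data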;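 note: 0% = median of neutral control wells and 100% = no fluorescence left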
# Target sequence (P55212 24-179 limits assumed): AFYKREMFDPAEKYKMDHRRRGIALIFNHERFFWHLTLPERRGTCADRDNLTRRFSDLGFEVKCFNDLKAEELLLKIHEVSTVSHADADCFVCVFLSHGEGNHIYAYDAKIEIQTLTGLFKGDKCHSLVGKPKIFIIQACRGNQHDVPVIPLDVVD
# Target sequence (P55212 194-293 limits assumed): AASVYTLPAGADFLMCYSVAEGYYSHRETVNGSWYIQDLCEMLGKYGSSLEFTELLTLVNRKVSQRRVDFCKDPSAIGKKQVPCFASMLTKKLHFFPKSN
# S100A4 inh HTS: inhibitors of S100A4-myosin IIA peptide binding, primary screen, biochemical, fluorescence polarization, TAMRA-MyoIIA peptide; Protein S100-A4 (Homo sapiens), P26447; inhibition, % at 10.7 µM; 0.14% of 360,000 active; AID 652163, 2013;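 active = mean inhibition of at least 70% across replicates, with every replicate also reaching that level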
# Target sequence (P26447 whole entry, looked up): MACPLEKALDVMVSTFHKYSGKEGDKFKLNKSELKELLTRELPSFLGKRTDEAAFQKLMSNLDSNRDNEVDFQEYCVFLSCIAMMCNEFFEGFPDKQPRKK
#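 Material: S100A4 monomer protein | Medium: HEPES pH 7.2 with CaCl2, KCl, NaCl, DTT, Triton | Reagent: Labelled myosin peptide probe, 5 nM | Doses: One dose per compound | Times: 5 min incubation before reading | Benchmarks: Neutral control DMSO, positive control TFP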
# esBAF inh: Bmi1 luciferase reporter increase in mESCs, primary screen, esBAF inhibitor project, mouse ES cells, Bmi1 luciferase knock-in, single point; reporter increase, % at 12.5 µM; 24 h; 100% = twice the neutral-well signal; 2% of 350,000 active; in the data active = activation above about 40%;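 note: 0% = median of the plate's neutral control wells and 100% = double that signal; a rise in the Bmi1 reporter signal indicates esBAF inhibition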
# FN deposition inh: inhibitors of fibronectin matrix deposition, primary screen, AH1F cells, Alexa488-fibronectin fluorescence, plate reader; AH1F fibroblasts, overnight; 0.086% of 350,000 active; AID 743247, 2014; inhibition, % at 12.6 µM;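 active = mean inhibition across replicates of 30% or more, regardless of how many single replicates reach that level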;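 note: positive control wells lacked labelled fibronectin entirely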
#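 Schedule: 1 h cell adhesion before compound, then overnight fibronectin incubation; test system: AH1F fibroblast monolayer depositing Alexa488-labelled fibronectin into matrix; quantity: 10000 AH1F cells per well; probe or stimulus: fluorescent fibronectin at 24 nM final; signal: fluorescence, ex 485 nm, em 525 nm; evaluation: percent inhibition as loss of matrix-bound fibronectin fluorescence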
# Statin myotox sup: suppressors of statin myotoxicity in C2C12 myotubes, primary screen, cell-based, single point, plate reader. C2C12 myotubes + simvastatin, ATP luminescence, 48 h; scaled: DMSO 0, geranylgeraniol control 100. rescue of ATP level, % at 7.49 µM. 0.78% of 330,000 active;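 active = mean ATP rescue above about 67%, or every replicate alone reaching that limit, limit read from the data, passing the limit was not always enough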;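 note: myotubes were challenged with 10 µM simvastatin during compound exposure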
# Starred values were filed as active, the others as inactive; . = not tested or not shown.
(1) COc1ccc2cc(C3(C)NC(=O)N(CC(=O)NCCC4=CCCCC4)C3=O)ccc2c1 (configuration not stated)
(2) COc1ccc(C(=O)NCC(c2ccc(F)cc2)N2CCOCC2)cc1S(=O)(=O)N1CCCC1 (configuration not stated)
(3) CCCN(C)C[C@@H]1OCCCC[C@H](C)Oc2ccc(NC(=O)Nc3ccc(C(F)(F)F)cc3)cc2C(=O)N([C@H](C)CO)C[C@@H]1C
(4) COc1cccc(CC(=O)OCC(=O)Nc2nnc(-c3ccccc3)o2)c1
(5) CCS(=O)(=O)N1CCC(C(=O)NCC2CCCO2)CC1 (configuration not stated)
(6) O=C(Nn1cnnc1)c1ccc(Cl)cc1[N+](=O)[O-]
(7) CCOC(=O)c1cccnc1SCc1cc(=O)n2ccccc2n1
(8) Cc1ccsc1C(=O)OCC(=O)Nc1c(C)n(C)n(-c2ccccc2)c1=O
Assay by compound	1	2	3	4	5	6	7	8
LGR2 inh	3	.	-5	-11	-19	1	-15	19
SIRT5 inh	-5	.	3	-2	.	-2	-7	.
Casp6 inh	2	.	-1	6	.	0	1	.
S100A4 inh HTS	-2	.	9	-1	.	-4	-4	.
esBAF inh	-1	-5	-1	0	-8	-5	.	-5
FN deposition inh	.	0	.	5	.	6	.	3
Statin myotox sup	5	11	.	-7	7	-11	.	3

(9) CC(NC(=O)c1cc(F)c(F)c(F)c1F)c1ccc(-n2ccnc2)cc1 (configuration not stated)
(10) Cc1ccc(S(=O)(=O)N2CCN(Cc3cc(=O)n4ccccc4n3)CC2)c(C)c1
(11) C[C@@H]1CN([C@@H](C)CO)C(=O)Cc2cc(NS(=O)(=O)c3cn(C)cn3)ccc2O[C@H]1CN(C)C(=O)Nc1ccc(C(F)(F)F)cc1
(12) COc1ccc(C(CNC(=O)COc2cc(C)ccc2Cl)N2CCCCC2)cc1 (configuration not stated)
(13) C/C=C/c1ccccc1[C@@H]1[C@@H](C#N)N(S(=O)(=O)c2cccc(F)c2)[C@H]1CO
(14) CN1C(=O)c2cc(NC(=O)Nc3cccc(Cl)c3)ccc2OC[C@H]2O[C@@H](CC(=O)O)CC[C@H]21
(15) COc1cccc(CN(C)CC(=O)Nc2cccc(S(=O)(=O)N(C)c3ccccc3)c2)c1OC
(16) COc1ccc2[nH]c3c(c2c1)CCN1C(=O)C(CC(=O)NCc2cccc(C(F)(F)F)c2)C[C@H](C(=O)N2CCCCC2)[C@@]31C (some centres not stated)
Assay by compound	9	10	11	12	13	14	15	16
LGR2 inh	-2	.	-4	-14	-2	2	-1	21
SIRT5 inh	-1	2	7	0	4	0	1	.
Casp6 inh	-3	0	0	-1	-1	7	1	1
S100A4 inh HTS	0	-5	1	1	14	1	0	-2
esBAF inh	8	0	11	.	.	-2	6	4
FN deposition inh	1	0	.	.	-4	-30	2	1
Statin myotox sup	7	5	1	.	.	-4	-2	-3

# Filtered by structure: the compounds so far with fluorine
(2) COc1ccc(C(=O)NCC(c2ccc(F)cc2)N2CCOCC2)cc1S(=O)(=O)N1CCCC1 (configuration not stated)
(3) CCCN(C)C[C@@H]1OCCCC[C@H](C)Oc2ccc(NC(=O)Nc3ccc(C(F)(F)F)cc3)cc2C(=O)N([C@H](C)CO)C[C@@H]1C
(9) CC(NC(=O)c1cc(F)c(F)c(F)c1F)c1ccc(-n2ccnc2)cc1 (configuration not stated)
(11) C[C@@H]1CN([C@@H](C)CO)C(=O)Cc2cc(NS(=O)(=O)c3cn(C)cn3)ccc2O[C@H]1CN(C)C(=O)Nc1ccc(C(F)(F)F)cc1
(13) C/C=C/c1ccccc1[C@@H]1[C@@H](C#N)N(S(=O)(=O)c2cccc(F)c2)[C@H]1CO
(16) COc1ccc2[nH]c3c(c2c1)CCN1C(=O)C(CC(=O)NCc2cccc(C(F)(F)F)c2)C[C@H](C(=O)N2CCCCC2)[C@@]31C (some centres not stated)
Assay by compound	2	3	9	11	13	16
LGR2 inh	.	-5	-2	-4	-2	21
SIRT5 inh	.	3	-1	7	4	.
Casp6 inh	.	-1	-3	0	-1	1
S100A4 inh HTS	.	9	0	1	14	-2
esBAF inh	-5	-1	8	11	.	4
FN deposition inh	0	.	1	.	-4	1
Statin myotox sup	11	.	7	1	.	-3

# New compounds follow
(17) Cc1noc(C)c1S(=O)(=O)N(C)C[C@H]1OCCCC[C@@H](C)Oc2ccc(NC(=O)C3CCCCC3)cc2C(=O)N([C@H](C)CO)C[C@H]1C
(18) Oc1ccc(C[C@@H]2CNCCN2CCC23CC4CC(CC(C4)C2)C3)cc1
(19) COc1ccc(CCNC(=O)c2cnc3ccccn3c2=O)cc1
(20) O=S(=O)(Nc1ccc(Br)cc1)N1CCOCC1
(21) CC(=O)c1ccc(NC(=O)[C@@H]2CCCN2C(=O)OC(C)(C)C)cc1
(22) C[C@H](CO)N1C[C@H](C)[C@H](CN(C)Cc2ccc(-c3ccccc3)cc2)Oc2ccc(NC(=O)CCN3CCOCC3)cc2CC1=O
(23) C[C@H](CO)N1C[C@H](C)[C@H](CN(C)S(=O)(=O)c2ccc(F)cc2)Oc2c(NS(=O)(=O)c3ccc(Cl)cc3)cccc2C1=O
(24) CCCCN(C(=O)c1ccccc1Br)C(c1ccc(OC)cc1)c1nc2ccccc2[nH]1 (configuration not stated)
Assay by compound	17	18	19	20	21	22	23	24
LGR2 inh	3	.	7	-12	-26	-4	2	.
SIRT5 inh	4	0	12	-3	-3	5	.	-8
Casp6 inh	1	4	1	4	56*	3	.	2
S100A4 inh HTS	-22	-28	1	-3	3	-4	.	-3
esBAF inh	-6	-10	9	-1	28	1	0	15
FN deposition inh	.	-6	-1	4	3	.	.	-3
Statin myotox sup	-7	2	-6	-2	3	29	-11	0

(25) Oc1ccc(/C=N/NC(=S)NCCN2CCOCC2)c(O)c1
(26) O=C(Cn1ccc([N+](=O)[O-])n1)NCC1CCCO1 (configuration not stated)
(27) CCCN1C[C@H](C)[C@H](OC)CN(C)C(=O)c2cc(NS(=O)(=O)c3ccccc3)ccc2OC[C@@H]1C
(28) COc1ccc(S(=O)(=O)Nc2ccc3c(c2)C(=O)N([C@H](C)CO)C[C@H](C)[C@@H](CN(C)Cc2ccc4c(c2)OCO4)OCCCC[C@H](C)O3)cc1
(29) Cc1ccc(S(=O)(=O)Nc2ccc3c(c2)C(=O)N([C@@H](C)CO)C[C@@H](C)[C@@H](CN(C)S(=O)(=O)c2cn(C)cn2)OCCCC[C@@H](C)O3)cc1
(30) Cc1cccc(NC(=S)NC2CC3CCCC(C2)N3CC(C)C)c1 (configuration not stated)
(31) O=C(NCc1ccco1)c1ccccc1-c1nc(-c2ccccc2)no1
(32) CC1=C(C(=O)NCCCOC(C)C)C2(CCC(C)CC2)OC1=O (configuration not stated)
Assay by compound	25	26	27	28	29	30	31	32
LGR2 inh	1	-9	-5	1	1	.	4	6
SIRT5 inh	3	1	.	1	5	.	-4	1
Casp6 inh	-8	-1	.	2	-1	.	1	-1
S100A4 inh HTS	-3	-3	.	5	133*	.	9	3
esBAF inh	.	.	3	-1	-2	6	-5	7
FN deposition inh	10	3	-27	0	1	9	.	3
Statin myotox sup	.	.	-5	-66	.	-57	4	5

(33) COc1cccc(C(=O)NNC(=O)Cc2csc(N)n2)c1
(34) O=C(CN1CCOCC1)NCC[C@@H]1CC[C@@H](NC(=O)c2ccc3c(c2)OCO3)[C@@H](CO)O1
(35) O=C(C1CC1)N1CC[C@@H]2[C@@H](CO)Nc3ccc(C#Cc4ccc(F)cc4)cc3[C@@H]21
(36) O=C(c1ccco1)N1N=C(c2ccc(Cl)cc2)CC1c1ccco1 (configuration not stated)
(37) CCN(C[C@@H]1N[C@@H](CO)[C@H]1c1ccc(-c2cccc(F)c2)cc1)C(=O)COC
(38) CC(=O)OC[C@@H]1CN(Cc2ccccc2)C[C@H](n2cnc3c(NC(C)C)ncnc32)O1
(39) CCN(CC(=O)N1CCOCC1)S(=O)(=O)c1cc(Cl)ccc1Cl
(40) Cc1ccc(SCC(=O)NCCSCc2ccccc2)cc1
Assay by compound	33	34	35	36	37	38	39	40
LGR2 inh	0	-13	25	0	12	-27	8	-1
SIRT5 inh	-1	-4	.	-4	0	.	0	-6
Casp6 inh	1	0	.	3	-1	-3	-2	1
S100A4 inh HTS	2	0	.	-4	7	-1	-3	7
esBAF inh	.	2	-3	-5	1	0	.	.
FN deposition inh	0	-5	1	5	4	7	1	3
Statin myotox sup	.	-9	0	-12	3	1	.	.

(41) COc1ccc(N(CC(=O)NC2CC3CCC2C3)S(=O)(=O)c2ccc(C)c([N+](=O)[O-])c2)cc1 (configuration not stated)
(42) COc1ccc(-n2nnnc2C(CCSC)N2CCN(C/C=C/c3ccccc3)CC2)cc1 (configuration not stated)
(43) CCOc1ccc(NC(=S)NCc2cccnc2)cc1
(44) C[C@H]1CN([C@@H](C)CO)S(=O)(=O)c2ccc(C3=CCCCC3)cc2O[C@H]1CN(C)Cc1cccnc1
(45) COCC(=O)NC[C@@H]1[C@H](c2ccc(C3=CCCC3)cc2)[C@@H](CO)N1C(C)=O
(46) c1ccn2c(SCc3ccc4c(c3)OCCO4)nnc2c1
(47) Cc1cc(C)nc(SCC(=O)c2c(N)n(C)c(=O)n(C)c2=O)n1
(48) CC(=O)c1cccc(Nc2nc(N3CCOCC3)nc(N3CCOCC3)n2)c1
(49) CNS(=O)(=O)c1cccc(C(=O)OCC(=O)Nc2ccccc2OC(F)F)c1
(50) CC(C)[C@H](NC(=O)[C@H](Cc1ccccc1)n1c(=O)[nH]c2ccccc2c1=O)C(=O)N1CCC[C@H]1C(=O)O
Assay by compound	41	42	43	44	45	46	47	48	49	50
LGR2 inh	-4	29	3	-14	6	-19	20	13	.	5
SIRT5 inh	-4	0	-7	4	-5	.	.	-8	.	-4
Casp6 inh	-5	0	-1	0	2	-1	.	3	.	3
S100A4 inh HTS	-12	-4	0	3	-12	14	.	-1	.	-5
esBAF inh	-4	2	-1	1	-1	30	-2	-3	-6	3
FN deposition inh	-1	8	-5	-1	-12	-1	-10	-4	13	.
Statin myotox sup	5	-4	-3	-21	7	9	3	-7	-1	-8

# In a second layout: results already given.
(41) COc1ccc(N(CC(=O)NC2CC3CCC2C3)S(=O)(=O)c2ccc(C)c([N+](=O)[O-])c2)cc1 (configuration not stated)
  LGR2 inh = -4
  SIRT5 inh = -4
  Casp6 inh = -5
  S100A4 inh HTS = -12
  esBAF inh = -4
  FN deposition inh = -1
  Statin myotox sup = 5

(42) COc1ccc(-n2nnnc2C(CCSC)N2CCN(C/C=C/c3ccccc3)CC2)cc1 (configuration not stated)
  LGR2 inh = 29
  SIRT5 inh = 0
  Casp6 inh = 0
  S100A4 inh HTS = -4
  esBAF inh = 2
  FN deposition inh = 8
  Statin myotox sup = -4

# Only part of the results is shown; rates above refer to the full screens.
